# PI5P4Ka inh = PI5P4K alpha (human) kinase inhibition. P48426. PI5P4Kalpha enzyme, ADP-Glo luminescence, 60 min; stronger effect = lower value. max response, %. 1.2% of 330,000 active. AID 652105; active = max response of -50% or lower; inconclusive = between -30% and -50%; inactive = -30% or higher; note: value at the top dose of about 77 µM; % is set by controls: 0 for no effect and ±100 for the full control effect
#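 Single end-point luminescence (ADP-Glo) quantified ADP from PI5P4Kalpha turnover; ATP 5 microM final, 1 h at RT, 0.1% CHAPS and 0.28 mM EGTA in HEPES pH 7.4.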
# EPAC1 ag = agonists of human EPAC1. O95398. EPAC1 agonist qHTS, biochemical assay; response scale: 100% = response to 6.5 mM cAMP. Potency, µM (series often up to 154 µM), inactives show top-dose activation, most hits filed as activators. 0.073% of 360,000 active. AID 720707; note: potency is the fitted concentration of half-maximal effect; nearly all actives have a fitted effect of over 60% in size
#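 Compounds were pinned as a concentration titration into mixtures of EPAC1 (100 nM), BODIPY-GDP-loaded Rap1B (250 nM) and GDP (50 uM). After 5 min at room temperature, fluorescence was followed for 30 min; activity was scaled to 6.5 mM cAMP.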
# PLK1 PBD block = PLK1 (human) polo-box domain binding inhibition | 2.8% of 360,000 active | Plk1 PBD binding of FITC phosphopeptide, fluorescence polarization | Potency, µM, for inactives: max response, negative = inhibition, usual class: inhibitors; note: potency is the fitted concentration of half-maximal effect; series mostly up to about 57 µM; % is set by controls: 0 for no effect and ±100 for the full control effect; nearly all actives have a fitted effect of over 65% in size
# Abeta yeast res = restores growth of yeast expressing A-beta42 peptide | yeast expressing A-beta42, growth rescue, OD600, 48 h; response scale: 0% DMSO, 100% iron-clioquinol control | Potency, µM (titrated, usually from 46.1 µM), for inactives: at the highest dose growth rescue, actives largely listed as activators | 0.063% of 410,000 active | AID 1347071; note: potency is the fitted concentration of half-maximal effect; nearly all actives have a fitted effect of over 55% in size
#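 Yeast A-beta toxicity model in growth medium with pinned compounds, 48 h at 30 C; growth read as absorbance at 600 nm. Normalized to FeCl3/clioquinol equimolar mix (positive) and DMSO (negative).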
# EPAC1 antag = EPAC1 (human) antagonism; 0.14% of 360,000 active; Potency, µM (top dose mostly 115 µM), inactives show at the top dose activity change, negative = inhibition, hits mostly inhibitors; O95398; EPAC1 GEF assay, Rap1b-BODIPY-GDP exchange fluorescence;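 note: potency is the fitted concentration of half-maximal effect; plate controls were vehicle for no effect and positive control for full effect; nearly all actives have a fitted effect of over 50% in size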
# WRN helicase inh = WRN helicase (human) inhibition; Q14191; WRN helicase unwinding, fluorescent forked duplex, kinetic; Potency, µM (doses to about 114 µM), inactives show at the top dose activity change, negative = inhibition, most hits filed as inhibitors; 0.46% of 360,000 active; AID 651768; note: potency is the fitted concentration of half-maximal effect; % is set by controls: 0 for no effect and ±100 for the full control effect; nearly all actives have a fitted effect of over 55% in size
# Target sequence (Q14191 whole entry, looked up): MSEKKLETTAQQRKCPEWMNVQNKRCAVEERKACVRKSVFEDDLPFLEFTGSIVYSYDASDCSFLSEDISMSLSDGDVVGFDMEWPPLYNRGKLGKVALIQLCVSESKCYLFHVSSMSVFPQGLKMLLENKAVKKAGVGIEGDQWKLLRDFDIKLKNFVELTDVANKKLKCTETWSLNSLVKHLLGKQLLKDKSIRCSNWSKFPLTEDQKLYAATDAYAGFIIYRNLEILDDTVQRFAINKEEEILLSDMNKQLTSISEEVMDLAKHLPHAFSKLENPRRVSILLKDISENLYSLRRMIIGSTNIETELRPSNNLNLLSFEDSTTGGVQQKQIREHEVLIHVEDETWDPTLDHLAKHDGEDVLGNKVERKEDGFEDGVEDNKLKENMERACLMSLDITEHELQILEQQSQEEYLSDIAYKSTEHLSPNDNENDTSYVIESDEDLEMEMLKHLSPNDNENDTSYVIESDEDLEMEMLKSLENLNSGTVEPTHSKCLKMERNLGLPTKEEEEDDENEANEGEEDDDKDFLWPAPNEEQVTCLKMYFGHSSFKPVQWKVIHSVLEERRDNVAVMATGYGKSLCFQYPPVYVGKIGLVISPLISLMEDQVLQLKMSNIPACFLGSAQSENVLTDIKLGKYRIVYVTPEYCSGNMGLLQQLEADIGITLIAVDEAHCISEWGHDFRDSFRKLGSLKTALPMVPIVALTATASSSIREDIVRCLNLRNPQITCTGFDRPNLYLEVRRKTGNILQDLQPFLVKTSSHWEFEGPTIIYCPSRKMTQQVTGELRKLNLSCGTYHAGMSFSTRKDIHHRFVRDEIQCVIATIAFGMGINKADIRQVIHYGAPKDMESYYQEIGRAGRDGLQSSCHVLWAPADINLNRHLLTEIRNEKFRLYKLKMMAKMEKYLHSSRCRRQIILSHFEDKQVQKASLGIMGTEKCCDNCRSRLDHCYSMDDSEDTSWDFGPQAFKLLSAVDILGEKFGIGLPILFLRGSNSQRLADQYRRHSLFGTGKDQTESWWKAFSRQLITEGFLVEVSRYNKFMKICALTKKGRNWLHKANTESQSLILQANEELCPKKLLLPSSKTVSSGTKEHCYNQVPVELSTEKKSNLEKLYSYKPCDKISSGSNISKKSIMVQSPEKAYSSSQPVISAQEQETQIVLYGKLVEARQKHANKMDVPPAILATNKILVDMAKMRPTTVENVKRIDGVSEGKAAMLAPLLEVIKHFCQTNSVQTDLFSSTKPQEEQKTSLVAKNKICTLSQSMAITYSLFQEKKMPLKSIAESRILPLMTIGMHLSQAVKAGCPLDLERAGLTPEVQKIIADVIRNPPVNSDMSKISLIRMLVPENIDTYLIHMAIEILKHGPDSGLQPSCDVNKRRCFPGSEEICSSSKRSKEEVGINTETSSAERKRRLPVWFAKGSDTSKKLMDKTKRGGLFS
#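 Screening of the MLSMR collection measured strand separation of a quenched forked DNA duplex (100 nM) by 20 nM WRN with 2 mM ATP, all final. Compounds were preincubated with enzyme 15 min at room temperature.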
# FUS suppressor = FUS proteinopathy suppression in yeast | S. cerevisiae FUS-expressing, growth rescue, OD600, 24 h | Potency, µM (series often up to 76.6 µM), for inactives: at the top dose growth rescue (activation), actives largely listed as activators | 0.24% of 390,000 active | AID 1347120;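 note: potency is the fitted concentration of half-maximal effect; plate controls were DMSO vehicle for no effect and reference control for full effect; nearly all actives have a fitted effect of over 55% in size; some results filed as inactive show a strong effect at the top dose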
#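 Galactose (2%) drives FUS expression in yeast precultured in raffinose; seeding density OD 0.005. Test compounds incubated 24hr at 30C and 99% humidity before absorbance at 600 nm was measured.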
# IL2 activator = IL-2 activation; 0.065% of 360,000 active; activation, % (series mostly up to about 46 µM); AID 652025; IL-2 activation reporter assay, cell-based qHTS; stimulated with anti-CD3/CD4/CD28 beads; in transgenic mouse T cells; in the data active = activation above about 50%; inconclusive = mostly about 30% to 49%; note: 0% is about no effect
#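 Using fluorescent plate cytometry, EGFP and DsRed are detected in transgenic mouse T cells stimulated 18 h at 37 degrees C with antibody-coated beads after 60 min compound pretreatment.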
# Active calls of the source: *; ? = inconclusive; . = no result given; & = joins results of further samples; [ ] = remark or other dose. Unless noted, calls come from the whole dose curve; as a rule, active = well fitted curve in the direction sought with a large enough effect; inconclusive = small, poorly fitted or top-dose-only effect, or another doubt; inactive = no such curve, though single readings can be large; an effect the other way counts as inactive or inconclusive. Outcome played no part in choosing rows; overall some 4.1% were active at least once.
SMILES,PI5P4Ka inh,EPAC1 ag,PLK1 PBD block,Abeta yeast res,EPAC1 antag,WRN helicase inh,FUS suppressor,IL2 activator
N=C1C=CC=C2C1=NC1(CCCCC1)N2O,.,5%,-4%,-24%,-8%,304%[activator],?,-0.4
CCC(=O)N1CCc2cc(S(=O)(=O)CCC(=O)NC3CCCCC3)ccc21,-1,-5%,2%,-9%,-15%,-1%,-23%,-0.6
OCCNc1cc(Cl)ncn1,-3,-6%,2%,4%,-9%,5%,-32%,0.4
CCOc1ccc2nc(NS(=O)(=O)Cc3ccccc3)sc2c1,1,2%,-24%,10%,14%,-4%,10%,-2.5
CCOC(=O)CSCC(=O)Nc1ccc(S(=O)(=O)N2CCCCC2)cc1,0,-6%,-14%,12%,-4%,1%[57.1 µM],8%,-1.4
COc1cccc(NC(=O)N2CCCC2C(=O)NCC(C)C)c1 (stereo not drawn),5,-3%,3%,-4%,11%,-4%,8%,-3.6
O=C(Nc1ccc2c(c1)nc1n2CCCCC1)c1cc(S(=O)(=O)N2CCOCC2)ccc1Cl,1,-5%,2%&-7%,2%,-23%,-9%,7%,0.2
C[C@H](O)[C@@H]1CN2CCc3c([nH]c4ccccc34)[C@@H]2C[C@@H]1N(C)C(=O)Nc1cccc2ccccc12,4,7%,-19%,-8%,-8%,0%,1%,-0.6
O=C(COc1ccc(S(=O)(=O)N2CCCC2)cc1)N1CCCCC1,-3,2%,-5%,4%,16%,8%,18%,0.6
CCOC(=O)C1CCCN(C(=O)CSCc2ccccc2)C1 (stereo not drawn),-3,3%,-22%,13%,5%,-1%,3%,-1.8
O=C1CC(c2ccccc2)CN1C(=O)c1ccccc1 (stereo not drawn),5,-4%,-1%,4%,-2%,-12%,5%,0.7
CN(CC(=O)Nc1cccc(F)c1)C(=O)COc1cccc2c1OC(C)(C)C2,-4,3%,-2%,-11%,2%,8%,19%,1.3
CCCNC(=O)NC(=O)CSc1nnc(C)n1N,5,10%,0%,23%,14%,0%,-29%,0.7
O=C(c1ccco1)N1CCN(C(=O)c2cccn3c(=O)c4c5c(sc4nc23)CCCC5)CC1,-4,-9%,?,-11%,-9%,-9%,18%,0.2
COc1ccc(OCC(=O)NNC(=O)c2ccc3c(=O)n4c(nc3c2)CCC4)cc1,3,7%,-5%,2%,3%,3%,2%,-0.7
CS(=O)(=O)N1CCc2nc(-c3ccccc3)sc2C1,3,-3%,4%,-11%,-9%,-10%,11%,-1.9
Cc1oc(/N=C/c2cccc([N+](=O)[O-])c2)c(C#N)c1C,1,6%,-14%,-3%,-9%,3%,4%,-0.1
Oc1c(C(c2ccc(F)cc2)N2CCc3ccccc3C2)sc2ncnn12 (stereo not drawn),-11,-8%,?,12%,-8%,-6%,-5%,0.3
COc1ccc(C(=O)Nc2cccc3c2CCCC3)cc1OC,1,-7%,3%,1%,1%,3%,-28%,-3.2
COC(=O)c1ccccc1NC(=O)CS(=O)(=O)Cc1nc(-c2ccc(C)cc2)oc1C,1,-10%,-3%,-2%,7%,0%,-18%,2.4

# Profiles, looked up by structure. Order of screens: PI5P4Ka inh	EPAC1 ag	PLK1 PBD block	Abeta yeast res	EPAC1 antag	WRN helicase inh	FUS suppressor	IL2 activator
# `C[C@H](O)[C@@H]1CN2CCc3c([nH]c4ccccc34)[C@@H]2C[C@@H]1N(C)C(=O)Nc1cccc2ccccc12` is listed as 4	7%	-19%	-8%	-8%	0%	1%	-0.6
# `O=C1CC(c2ccccc2)CN1C(=O)c1ccccc1` (stereo not drawn) is listed as 5	-4%	-1%	4%	-2%	-12%	5%	0.7

# Copied from the entries so far (7 entries):
SMILES,PI5P4Ka inh,EPAC1 ag,PLK1 PBD block,Abeta yeast res,EPAC1 antag,WRN helicase inh,FUS suppressor,IL2 activator
OCCNc1cc(Cl)ncn1,-3,-6%,2%,4%,-9%,5%,-32%,0.4
CCOc1ccc2nc(NS(=O)(=O)Cc3ccccc3)sc2c1,1,2%,-24%,10%,14%,-4%,10%,-2.5
CCOC(=O)CSCC(=O)Nc1ccc(S(=O)(=O)N2CCCCC2)cc1,0,-6%,-14%,12%,-4%,1%[57.1 µM],8%,-1.4
COc1cccc(NC(=O)N2CCCC2C(=O)NCC(C)C)c1 (stereo not drawn),5,-3%,3%,-4%,11%,-4%,8%,-3.6
O=C(Nc1ccc2c(c1)nc1n2CCCCC1)c1cc(S(=O)(=O)N2CCOCC2)ccc1Cl,1,-5%,2%&-7%,2%,-23%,-9%,7%,0.2
C[C@H](O)[C@@H]1CN2CCc3c([nH]c4ccccc34)[C@@H]2C[C@@H]1N(C)C(=O)Nc1cccc2ccccc12,4,7%,-19%,-8%,-8%,0%,1%,-0.6
O=C(COc1ccc(S(=O)(=O)N2CCCC2)cc1)N1CCCCC1,-3,2%,-5%,4%,16%,8%,18%,0.6

# Other entries:
SMILES,PI5P4Ka inh,EPAC1 ag,PLK1 PBD block,Abeta yeast res,EPAC1 antag,WRN helicase inh,FUS suppressor,IL2 activator
COc1cccc(CNC(=O)C2CC(=O)N(C3CCCCC3)C2)c1 (stereo not drawn),-2,-11%,-1%,-13%,6%,12%,6%,-0.3
Cc1cccc(NC(=O)Nc2cccc3ccccc23)c1,3,12%,-4%,0%,-9%,2%,-2%,-0.8
CC1=C(C)[N+](=O)C2(O)CCCCC2(C)N1[O-] (stereo not drawn),-6,-5%,2%,2%,10%,5%,-31%,1.0
COc1ccc(C2C3=C(CCCC3=O)Nc3nc(C(F)(F)F)nn32)cc1OC (stereo not drawn),4,6%,-1%,-9%,11%,2%,4%,-0.1
COc1cccc(C(=O)N/N=C(\C)c2cccc(NC(=O)c3ccc(F)cc3)c2)c1OC,-17,2%,-2%,-12%,-2%,-31%,.,-3.0
O=C(c1ccc(N2CCOCC2)cc1[N+](=O)[O-])N1CCOCC1,0,2%,-10%,-9%,-7%,-5%,15%,-0.1
CCOc1cc(/C=C2\C(=O)N(CCC#N)N=C2C)ccc1OCC(N)=O,1,-4%,19µM*,4%,3%,-13%[57.1 µM],-7%,-0.2
O=S(=O)(c1cc(Cl)ccc1Cl)N1CCCCC1,-3,2%,-7%,17%,-18%,0%,2%,-4.2
CC(=O)c1ccc(OC(C)C(=O)OCC(=O)NCCc2ccccc2)cc1 (stereo not drawn),-12,8%,-2%,6%,5%,-1%,.,-1.1
Fc1ccccc1-c1[nH]ncc1-c1nnnn1-c1ccccc1,1,9%,-10%,-4%,-7%,-4%,1%,0.1
Oc1ccccc1-c1nc2c3ccccc3c3ccccc3c2[nH]1,-13,3%,-6%,-62%[inhibitor],-20%,-22%,4%,-3.5
CS(=O)(=O)c1ccc(C(=O)Nc2ccc(-c3nc4ccccc4[nH]3)cc2)cc1,-7,4%,-20%,1%,-11%,8%,-1%,0.5
O=C(Cn1cnc2ccccc21)OCC(=O)N1CCc2ccccc2C1,4,-6%,-9%,2%,-17%,-2%,24%,-0.5
CC(C)COC(=O)N1CCCC(c2cc(C(=O)Nc3ccccc3Cl)no2)C1 (stereo not drawn),12,3%,-12%,13%,3%,-3%,29%,-0.5
CC(C)c1ccc(CNc2ncccn2)cc1,-11,4%,-18%,-3%,-12%,?,-2%,0.7
Cc1nn(CC(=O)Nc2cccc(Cl)c2)c(=O)c2cc(-c3ccccc3)nn12,2,-4%,8%,-5%,10%,8%,-19%,-3.2
Cc1cc2nc(-c3ccc(Cl)cc3)c(CC3CCCCC3)n2c(C)c1Br,24,4%,1%,-8%,3%,2%,-9%,1.2
O=C(NCC(=O)N1CCC2(CC1)NCCc1[nH]cnc12)c1ccc(F)cc1,-7,-22%,7%,-23%,-8%,3%,-18%,0.5
Cc1ccc(NS(=O)(=O)c2ccc(N/N=C/c3ccncc3)c([N+](=O)[O-])c2)c(C)c1,-2,-3%,-13%,4%,-21%,-25%,.,-0.4
CSc1nc(-c2ccccc2)nc(NC(=O)C(C)C)c1C(C)=O,-2,7%,-7%,-8%,-9%,-10%,-1%,1.9

# Two compounds drawn at random from those above, as already listed:
SMILES,PI5P4Ka inh,EPAC1 ag,PLK1 PBD block,Abeta yeast res,EPAC1 antag,WRN helicase inh,FUS suppressor,IL2 activator
CC(=O)c1ccc(OC(C)C(=O)OCC(=O)NCCc2ccccc2)cc1 (stereo not drawn),-12,8%,-2%,6%,5%,-1%,.,-1.1
COc1ccc(C2C3=C(CCCC3=O)Nc3nc(C(F)(F)F)nn32)cc1OC (stereo not drawn),4,6%,-1%,-9%,11%,2%,4%,-0.1

# More records follow:
SMILES,PI5P4Ka inh,EPAC1 ag,PLK1 PBD block,Abeta yeast res,EPAC1 antag,WRN helicase inh,FUS suppressor,IL2 activator
Cn1nc(C(=O)NNC(=O)C2CSC3(C)CCC(=O)N23)c2ccccc2c1=O (stereo not drawn),-3,-7%,0%,-2%,6%,2%,-5%,2.4
CC(Cc1cccs1)NC(=S)Nc1ccc(Cl)cc1 (stereo not drawn),-4,7%,-14%,?,-18%,-5%,0%,-2.8
COc1ccc(COC(=O)C2CC(=O)N(Cc3ccccc3)C2)cc1 (stereo not drawn),-1,5%,-12%,-25%,-15%,-3%,-1%,0.5
O=c1cc(-c2ccc(Br)cc2)[nH][nH]1,1,12%,-6%,-6%,-20%,0%,25%,0.4
CCOC(=O)c1nc(Nc2cc(Cl)ccc2OC)c2ccccc2n1,-2,7%,-5%,2%,-2%,1%,-27%,-1.1
Cc1cccc(C)c1N1C(=O)c2ccccc2NC(=O)C1C(=O)NCC(C)C (stereo not drawn),6,4%,0%,-9%,23%,-3%,-15%,-0.5
COc1ccc([C@@H]2C[C@@H](c3ccccc3)Oc3cc(OC)c(OC)c(OC)c32)cc1,16,7%,-2%,-1%,-3%,0%,29%,-0.5
CC(C)c1ccc(NC(=O)C2Cc3c(-c4cccc(C(N)=O)c4)ccnc3O2)cc1 (stereo not drawn),-21,-18%,-5%,3%,-24%,-8%,?,-1.0
COC(=O)C1=C(C(=O)OC)[C@@H]2N(Cc3ccccc3)c3ccccc3[C@@]23C[C@@H](C(=O)OC)N(C(=O)COCc2ccccc2)C3=N1,-3,-18%,1%,1%,11%,0%,?,-0.6
Cc1ccccc1OCCCC(=O)NCc1ccco1,.,5%,-3%,-18%,5%,-16%,23%,-2.7
C[C@@H]1CN([C@@H](C)CO)C(=O)CCCn2nncc2CO[C@@H]1CN(C)S(=O)(=O)c1ccc(Oc2ccccc2)nc1,13,7%,-13%,5%,-28%,1%,17%,-2.5

# Screening data from PubChem.
